# High-throughput results (PubChem)
# LmPK inhibitor – blocks Leishmania mexicana pyruvate kinase activity | Q27686 | 290,000 compounds, 0.37% hits | AID 1721 | purified LmPK, Kinase-Glo ATP luminescence, 1 h | Potency, µM (top dose mostly 57.5 µM), without a hit: top-dose activity change, negative = inhibition, usual class: inhibitors; note: potency is the fitted concentration of half-maximal effect
# Target sequence (Q27686 whole entry, looked up): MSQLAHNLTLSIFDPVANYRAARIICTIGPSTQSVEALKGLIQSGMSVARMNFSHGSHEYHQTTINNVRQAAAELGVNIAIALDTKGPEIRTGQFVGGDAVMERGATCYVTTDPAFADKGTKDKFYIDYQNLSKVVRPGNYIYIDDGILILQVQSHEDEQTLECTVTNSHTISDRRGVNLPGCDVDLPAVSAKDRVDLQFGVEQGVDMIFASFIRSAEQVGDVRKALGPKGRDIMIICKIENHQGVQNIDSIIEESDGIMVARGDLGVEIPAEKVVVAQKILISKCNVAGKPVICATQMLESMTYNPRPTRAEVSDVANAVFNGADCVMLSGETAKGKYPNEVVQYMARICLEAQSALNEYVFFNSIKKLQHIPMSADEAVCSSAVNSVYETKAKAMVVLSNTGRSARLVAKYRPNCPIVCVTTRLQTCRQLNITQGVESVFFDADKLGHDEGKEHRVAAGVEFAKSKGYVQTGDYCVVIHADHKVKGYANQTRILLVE
#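 Screened at intermediate enzyme activity to detect both inhibitors and activators: LmPK at 0.1 nM, with a 0.5 nM enzyme column as activation reference. PEP 0.5 mM, ADP 0.1 mM; ATP detected by luminescence after 1 h.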
# AmpC detergent – blocks E. coli AmpC beta-lactamase in detergent assay | P00811 | Potency, µM (highest dose often 114 µM), inactives show at the top dose activity change, negative = inhibition, hits mostly inhibitors | 370,000 compounds, 0.041% hits | AID 485294 | AmpC hydrolysis of nitrocefin, absorbance 480 nm, 0.01% Triton;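 note: potency is the fitted concentration of half-maximal effect; 0% = no-compound wells and -100% = no-enzyme wells; nearly all actives have a fitted effect of over 25% in size; some results filed as inactive show a strong effect at the top dose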
# Target sequence (P00811 whole entry, looked up): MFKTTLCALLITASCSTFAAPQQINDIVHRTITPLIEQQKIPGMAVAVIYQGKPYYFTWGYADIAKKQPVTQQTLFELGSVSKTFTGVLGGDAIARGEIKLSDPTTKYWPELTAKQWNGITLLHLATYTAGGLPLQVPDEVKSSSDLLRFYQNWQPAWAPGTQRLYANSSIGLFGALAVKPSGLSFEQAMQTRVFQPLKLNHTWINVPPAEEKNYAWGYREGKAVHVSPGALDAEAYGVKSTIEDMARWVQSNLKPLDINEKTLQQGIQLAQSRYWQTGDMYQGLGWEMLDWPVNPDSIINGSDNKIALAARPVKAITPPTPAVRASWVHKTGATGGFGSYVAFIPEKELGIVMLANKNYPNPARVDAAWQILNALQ
#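 20 mM phosphate pH 7.0 + 0.01% (detergent screen) or 0.0001% Triton X-100; 5.3 nM AmpC reagent; cpd preinc 15 min RT; nitrocefin (800 uM stock) to start; A480 q20 s × 4 min; Activity was normalised to no-enzyme and no-compound control wells.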
# Sm TGR inh – inhibitors of Schistosoma mansoni thioredoxin glutathione reductase. AID 485364. Potency, µM (series often up to 114 µM), for inactives: at the highest dose activity change, negative = inhibition, usual class: inhibitors. 360,000 compounds, 3% hits. purified TGR, DTNB reduction, TNB absorbance 405 nm. Q962Y6; note: potency is the fitted concentration of half-maximal effect; nearly all actives have a fitted effect of over 60% in size
#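 Kinetic colorimetric format: TGR-catalysed, NADPH-driven DTNB reduction monitored via TNB absorbance. Enzyme dispensed at 20 nM; compound exposure 15 min at room temperature before reaction start.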
# AMA1-RON2 inh – AMA1-RON2 (P. falciparum) interaction inhibition. AlphaScreen AMA1-biotinylated RON2 peptide binding. AID 720542. Potency, µM (highest dose often 58.2 µM), without a hit: top-dose activity change, negative = inhibition, hits mostly inhibitors. 360,000 compounds, 0.2% hits;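 note: potency is the fitted concentration of half-maximal effect; 0% = vehicle wells and -100% = peptide control; nearly all actives have a fitted effect of over 45% in size; some results filed as inactive show a strong effect at the top dose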
#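 AMA1 (3D7) with his tag at 25 nM final met compounds first, then biotinylated RON2 peptide at 25 nM; detection used donor plus acceptor beads, 10 µg/mL apiece, read by AlphaScreen after 30 min at room temperature.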
# HCMV antiviral – inhibitors of human cytomegalovirus; HFF cells, HCMV-luciferase reporter, 72 h; stronger effect = lower value; activity change, negative = inhibition, % at 57.5 µM; 410,000 compounds, 4.5% hits; AID 1259415; in the data active = activity change below about -60%; inconclusive = no clear call, values can overlap the other calls; inactive = above about -39%
#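 Human foreskin fibroblasts infected with luciferase-reporter HCMV at MOI 1 PFU/cell, compounds at two doses. Luciferase measured 72 h post infection; normalized to buffer-only basal and Salinomycin (10uM) controls.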
# Tb PYK inh – T. brucei pyruvate kinase inhibition | Potency, µM (doses to about 76.8 µM), inactives show at the top dose activity, negative = inhibition, most hits filed as inhibitors | Q57TT1 | TbPYK enzyme, Kinase-Glo Plus ATP luminescence, 45 min | 410,000 compounds, 0.12% hits; note: potency is the fitted concentration of half-maximal effect; nearly all actives have a fitted effect of over 50% in size
#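 Glycolytic pyruvate kinase of T. brucei was incubated with substrate, test compound and 130 uM ADP for 45 minutes at room temperature. Luminescent Kinase-Glo Plus signal was measured after 10 minutes.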
# AmpC inh no detg – inhibitors of E. coli AmpC beta-lactamase without detergent. P00811. AmpC nitrocefin hydrolysis, absorbance 480 nm, 0.0001% Triton. Potency, µM (top dose mostly 57.1 µM), without a hit: at the highest dose activity change, negative = inhibition, usual class: inhibitors. 330,000 compounds, 0.52% hits;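 note: potency is the fitted concentration of half-maximal effect; plate controls were no compound for no effect and no enzyme for full effect; nearly all actives have a fitted effect of over 20% in size; some results filed as inactive show a strong effect at the top dose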
#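 20 mM phosphate pH 7.0 + 0.01% (detergent screen) or 0.0001% Triton X-100; 5.3 nM AmpC reagent; cpd preinc 15 min RT; nitrocefin (800 uM stock) to start; A480 q20 s × 4 min; Activity was normalised to no-enzyme and no-compound control wells.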
# * = called active by the depositor; u = inconclusive; x = no result given; [ ] = remark or other dose. Unless noted, calls come from the whole dose curve; as a rule, active = well fitted curve in the direction sought with a large enough effect; inconclusive = small, poorly fitted or top-dose-only effect, or another doubt; inactive = no such curve, though single readings can be large; an effect the other way counts as inactive or inconclusive. Unless noted, % is set by controls: 0 for no effect and ±100 for the full control effect. Rows are unselected. Share with any hit: about 7.4%.
SMILES,LmPK inhibitor,AmpC detergent,Sm TGR inh,AMA1-RON2 inh,HCMV antiviral,Tb PYK inh,AmpC inh no detg
C[C@H]1CN([C@@H](C)CO)C(=O)CCCn2cc(nn2)CO[C@@H]1CN(C)C(=O)Nc1ccc(N2CCN(C)CC2)cc1,x,x,x,4%,-2,2%,x
Cc1ccc(S(=O)(=O)N[C@H](C(=O)OCC(=O)NC(=O)C2CCCCC2)C(C)C)cc1,x,x,x,3%,u,4%,2%
Cc1ccccc1NS(=O)(=O)c1ccc(C(=O)N2CCCC2)cc1,x,8%,-29%,-2%,1,6%,12%
Cc1ccc(C(=O)CCC(=O)Nc2cccnc2)cc1C,3%,-4%,4%,14%,-6,1%,-19%
CCOc1ccc(C(=O)OCC(=O)N2CCCC2)cc1OCC,-3%,u,3%,2%,15,1%,-8%
CCC/C(O)=C1\C(=O)CC(c2ccccc2)CC1=NCCc1c(C)[nH]c2ccc(C)cc12 (stereo not drawn),1%,-2%,3%,-5%,-24,1%,-8%
O=c1c2ccccc2oc2cc(NCCCN3CCOCC3)ccc12,0%,u,-13%,10%,107,-6%,71%[activator]
COc1ccc(/C=C/C(=O)OCC(=O)N2c3ccccc3CC2C)c(OC)c1 (stereo not drawn),x,x,x,-3%,1,3%,x
C[C@H](CO)N1C[C@H](C)[C@@H](CN(C)Cc2cncnc2)Oc2cc(Br)ccc2S1(=O)=O,x,x,x,3%,-22,-1%,x
O=C(Nc1ccc2c(c1)ncn2C1CCCCC1)c1ccco1,5%,u,-21%,-6%,-8,-11%,-30%
CC1=C(C(=O)OCCOC(C)C)C(c2cccc3ccccc23)NC(=O)N1 (stereo not drawn),x,x,x,-15%,11,2%,x
O=C(NC(=S)Nc1ccccc1Br)c1cccnc1,-3%,-11%,18µM*,34%[activator],-4,5%,-4%
CN(C)S(=O)(=O)c1cccc(NC(=O)COC(=O)c2cc(=O)c3ccccc3o2)c1,0%,-2%,-28%,5%,-15,2%,-20%
O=C(N/N=C/c1ccc(OC(=O)c2cccs2)cc1)c1cccc(F)c1,2%,-14%,0%,5%,16,0%,-31%
CN1CCN(C(=O)c2cc3nc(-c4ccco4)cc(C(F)(F)F)n3n2)CC1,5%,-4%,-2%,-7%,-5,-7%,30%
Cc1ccc(S(=O)(=O)Oc2cc(N)c3c(n2)CCC3)cc1,-2%,-9%,-22%,-13%,-7,-13%,-22%
CCn1c(SCC(=O)N2CCCc3ccccc32)nnc1-c1cccs1,-3%,-12%,2%,5%,-19,2%,-9%
C=CCOc1ccc(C2C(C(=O)c3ccc(C)o3)=C(O)C(=O)N2Cc2cccnc2)cc1 (stereo not drawn),2%,-16%,-32%,54%[activator],-24,4%,2%
NC(=O)c1ccc[n+](Cc2ccc(-c3ccccc3)cc2)c1,3%,-14%,4%,9%,-39,-6%,-1%
CN(C(=O)CCN1C(=O)S/C(=C\c2ccccc2)C1=O)C1CCS(=O)(=O)C1 (stereo not drawn),-1%,4%,3%,-5%,4,-3%,-1%
Cc1cccc(CCNC(=O)CN(c2ccc(C(C)C)cc2)S(=O)(=O)c2c(C)nn(C)c2C)c1,x,7%,-2%,x,-26,-4%,x
COC(=O)c1cc(S(=O)(=O)Nc2cccc(OC)c2)cn1C,-4%,u,-23%,-7%,-6,-18%,u
O=C(Cn1c(=O)cnc2ccccc21)Nc1cc(Cl)ccc1N1CCOCC1,x,x,x,-18%,9,-2%,30%
COc1ccc(NC(=O)C2CC(=O)N(c3ccccc3Cl)C2)c(OC)c1 (stereo not drawn),-5%,7%,1%,9%,-20,4%,2%
CCN(CC(=O)Nc1ccc(NC(C)=O)cc1)C(=O)c1cccc(Oc2ccccc2)c1,x,u,-4%,17%,-21,-2%,21%
COc1ccc(-c2cc(C(=O)Nc3ccc(S(=O)(=O)Nc4ncccn4)cc3)c3ccccc3n2)cc1,3%,10%,0%,-5%,48,0%,-36%
O=C(Nc1ccccn1)c1ccco1,-11%,-14%,-12%,0%,66,2%,-19%
COc1ccccc1C(=O)Nc1cccc(Oc2c(F)c(F)c(F)c(F)c2F)c1,0%,-7%,9%,8%,-21,-5%,-18%
CC(C)(C)OC(=O)N1CCCC(C(=O)Nc2ccc(C(=O)N3CCOCC3)cc2)C1 (stereo not drawn),x,x,x,-15%,-9,-2%,10%
Brc1ccc(C2Nc3cccc4cccc(c34)N2)cc1,x,x,x,-7%,5,-9%,x
Cc1ccc(C(=O)COC(=O)CN2C(=O)C3CC=CCC3C2=O)cc1[N+](=O)[O-] (stereo not drawn),x,x,x,-5%,-12,6%,x
CCOc1cc(/C=N/NC(=S)Nc2ccccc2C(F)(F)F)ccc1OCC(=O)N1CCOCC1,3%,u,-8%,10%[2.32 µM],-9,-10%,130%[activator]
Cc1cc(NC(=O)c2cc3n(n2)C(C(F)(F)F)CC(c2ccco2)N3)n(-c2ccccc2)n1 (stereo not drawn),-3%,-8%,-22%,1%,-34,2%,12%
COc1ccccc1NC(=O)/C(C#N)=C/c1c(C)nn(-c2ccc(F)cc2)c1Cl,4%,-6%,3%,0%,u,2%,-17%
COC(=O)C1=C(c2ccc(F)cc2OCc2ccccc2)C[C@@H]2CC[C@H]1N2C(=O)NCc1ccccc1C(F)(F)F,x,2%,0%,-2%,-23,-2%,-40%
CCOc1ccc(N(C(=O)Nc2ccccc2)C2=NCCC2)cc1,5%,-15%,1%,-1%,22,-5%,3%
O=C(c1ccco1)N1CCN(Cc2nc3ccccc3[nH]2)CC1,x,x,x,27%,-5,-6%,-13%
CCCCCn1c(CCNC(=O)CCC)nc2ccccc21,-2%,-13%,-26%,3%,-16,3%,54%
CN(C)S(=O)(=O)c1cccc(NC(=O)c2cc(-c3cccs3)nc3ccccc23)c1,3%,u,-1%,4%,62,-1%,-28%
COc1ccc2c(c1)CCCC21NC(=O)N(CC(N)=O)C1=O (stereo not drawn),2%,-3%,16%,-5%,18,-2%,0%
Cn1nc(C(C)(C)C)c([N+](=O)[O-])c1C(=O)NC(C)(C)C,-2%,-4%,-20%,-12%,-10,6%,-15%
CN1C(=O)CC(C(=O)O)SC1=Nc1cccc(C(F)(F)F)c1 (stereo not drawn),1%,-4%,-17%,-13%,-13,-6%,-49%
c1ccc(-c2nc3ccccc3nc2N2CCOCC2)cc1,6%,-10%,0%,5%,47,4%,9%
O=C(Nc1ccc(S(=O)(=O)NCCc2ccccc2)cc1)c1ccncc1,-10%,-6%,-26%,10%,-20,-7%,-36%
Cc1ccc(N2CC(C(=O)Nc3cccnc3)CC2=O)cc1 (stereo not drawn),-1%,u,-20%,-1%,-11,1%,-12%
Cc1ccc(NC(=O)CN(c2cc(C)cc(C)c2)S(=O)(=O)c2c(C)noc2C)nc1,8%,1%,3%,-7%,-21,-5%,32%
O=C1NC(=S)N(c2ccccc2F)C(=O)/C1=C\c1cccs1,14%,-2%,7.9µM*,-9%,-7,-29%,-15%
O=C(O)c1cccc(S(=O)(=O)Nc2ccc(O)cc2Sc2nc3ccccc3s2)c1,4%,-11%,-32%,59%[activator],33,-23%,-24%
C[C@H]1CN([C@@H](C)CO)C(=O)CCCn2nncc2CO[C@@H]1CN(C)C(=O)c1ccccc1,x,x,x,-4%,-5,15%,x
C/C(=N\NC(=O)c1nnn(-c2nonc2N)c1CN1CCCCCC1)c1ccc(Br)cc1,6%,-2%,9%,24%,-9,-3%,-17%

# Compound profiles, from the list above:
# O=C(Nc1ccc(S(=O)(=O)NCCc2ccccc2)cc1)c1ccncc1 in the list: LmPK inhibitor: -10%; AmpC detergent: -6%; Sm TGR inh: -26%; AMA1-RON2 inh: 10%; HCMV antiviral: -20; Tb PYK inh: -7%; AmpC inh no detg: -36%
# O=C1NC(=S)N(c2ccccc2F)C(=O)/C1=C\c1cccs1 in the list: LmPK inhibitor: 14%; AmpC detergent: -2%; Sm TGR inh: 7.9µM*; AMA1-RON2 inh: -9%; HCMV antiviral: -7; Tb PYK inh: -29%; AmpC inh no detg: -15%

# (list continues)
SMILES,LmPK inhibitor,AmpC detergent,Sm TGR inh,AMA1-RON2 inh,HCMV antiviral,Tb PYK inh,AmpC inh no detg
COc1ccc([C@@H]2[C@@H]3C(=O)N(C(C)(C)C)C(=O)[C@@H]3[C@]3(C)C(=O)N(c4ccccc4)C(=O)N23)cc1,-6%,-14%,5%,9%,22,0%,116%[activator]
CN1CCN(C2CN(Cc3cn(Cc4ccccc4F)nn3)S(=O)(=O)C2)CC1 (stereo not drawn),x,x,x,10%,-19,3%,x
N#Cc1cccc(NC(=O)c2sc3nc4c(cc3c2N)N2CCC4CC2)c1,x,6%,3%,x,39,-7%,x
COc1ccc(C(=O)C[n+]2ccc(-c3nnc4n3CCCCC4)cc2)cc1,1%,1%,-10%,99%[activator],-33,0%,29%
CC(CC(=O)N1CCc2ccccc21)S(=O)(=O)c1ccc2c(c1)NC(=O)CO2 (stereo not drawn),2%,-8%,-6%,12%,-26,-2%,6%
CCOP(=O)(OCC)C(Nc1ccccn1)c1ccc(F)cc1 (stereo not drawn),-4%,0%,3%,8%,-70*,-6%,-6%
Cc1ccc2oc(C(=O)Nc3sc4c(c3C(=O)NCC3CCCO3)CCC4)cc(=O)c2c1 (stereo not drawn),x,19%,-1%,x,-3,1%,x
CN(CC(=O)Nc1ccc(Br)cc1)Cc1ccccc1,0%,u,-4%,-1%,8,4%,4%
Cc1ccc(-c2noc(CN(C(=O)c3cccs3)C(C)C)n2)cc1,3%,u,7%,19%,-2,4%,-10%
O=C(/C=C/c1cccs1)NC(=S)Nc1ccccc1,1%,-4%,x,5%,7,4%,-52%
COc1cccc(CNC(=O)C2CCCN(c3nc4ccccc4n4cccc34)C2)c1 (stereo not drawn),x,-4%,1%,x,-17,1%,x
O=C(CN1CCC(C(=O)c2ccc3c(c2)OCCO3)CC1)NCc1ccccc1,-8%,3%,-20%,-2%,-10,0%,27%
Cc1ccc2oc(=O)n(CCCOc3ccc(Cl)cc3)c2c1,x,-6%,-1%,x,-8,-3%,x
O=S(=O)(c1cc(F)ccc1F)N1CCN(c2ncnc3ccccc23)CC1,x,x,x,-1%,u,0%,70%[activator]

# Of the compounds above, these have an NH in an aromatic ring:
SMILES,LmPK inhibitor,AmpC detergent,Sm TGR inh,AMA1-RON2 inh,HCMV antiviral,Tb PYK inh,AmpC inh no detg
CCC/C(O)=C1\C(=O)CC(c2ccccc2)CC1=NCCc1c(C)[nH]c2ccc(C)cc12 (stereo not drawn),1%,-2%,3%,-5%,-24,1%,-8%
O=C(c1ccco1)N1CCN(Cc2nc3ccccc3[nH]2)CC1,x,x,x,27%,-5,-6%,-13%
